Lipid droplet – hepatic lipid droplet formation modulation | AML12 mouse hepatocytes, oleate lipid droplets, BODIPY imaging | inhibition, % at 6.5 µM | 240,000 tested, 0.4% active;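 active = lipid droplet intensity inhibited by at least 50%, with more than 500 cells counted; inconclusive = wells with under 300 cells, treated as cytotoxic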
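Test system: AML12 hepatocytes (mouse); reagent: oleate loading, 100 µM; dosing: one dose, 6.5 µM compound; incubation: overnight exposure; signal: fluorescence imaging, 20x objective, two fields per well; read-out basis: % inhibition of corrected integrated BODIPY droplet signal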
UTI89 phage lysis – inhibition of K1F phage lysis, E. coli UTI89, bacterial capsule biogenesis inhibitors, alamar blue (AID 488966). E. coli UTI89 K1F phage lysis, alamar blue, 2 h; higher % means a stronger effect. inhibition, % at 100 µM; hits with a dose series show IC50 in µM. 340,000 tested, 0.02% active;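 active = phage lysis inhibition, versus mean bacterial control, above a set limit; inconclusive = no clear call, values can overlap the other calls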;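 note: capsule biogenesis inhibitors block K1F phage lysis so surviving cells raise fluorescence; higher fluorescence means more inhibition of phage lysis; actives were called in the ten point dose series up to 300 µM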
Myeloid diff MLP – myeloid differentiation induction; calls only at 10 µM; ER-HoxA9 myeloid progenitors, lysozyme-GFP differentiation, flow cytometry; 360,000 tested, 1% active; AID 624256;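 active = normalized GFP-positive differentiation at or above the plate's own cutoff, the solvent-only control mean plus 3 SD; inconclusive = no clear call, values can overlap the other calls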;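 note: cells exposed to compound for four days before flow analysis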
Lipid droplet cells 6.5 µM – recorded beside Lipid droplet, whose call it bears; cell count; measured here: cell count, cytotoxicity flag;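 cells counted across two imaged fields per well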
Myeloid diff MLP GFP+ MAC1+ % – recorded beside Myeloid diff MLP, whose call it bears; GFP+ MAC1+ double positive, %; measured here: differentiation confirmed by MAC1 staining
* marks the source's active call; other numbers are inactive results; [ ] = remark or other dose.

COc1ccccc1NC(=O)c1cccc2c(Br)cccc12 was read as Lipid droplet -6, UTI89 phage lysis 0.1%, Myeloid diff MLP inactive, Lipid droplet cells 6.5 µM 859 and Myeloid diff MLP GFP+ MAC1+ % 0.6.
Screening COCCNC(=O)c1ccc(S(=O)(=O)c2ccc(Cl)cc2)c(NC(C)=O)c1 returned Lipid droplet -12, UTI89 phage lysis -0.2%, Myeloid diff MLP inactive, Lipid droplet cells 6.5 µM 392 and Myeloid diff MLP GFP+ MAC1+ % 0.5.
`CCc1nn(C(C)C(=O)NCc2ccc(Cl)cc2)c(=O)c2cc3occc3n12` (stereo unspecified) gave Lipid droplet -9, UTI89 phage lysis 0.2%, Myeloid diff MLP inactive, Lipid droplet cells 6.5 µM 711 and Myeloid diff MLP GFP+ MAC1+ % 0.6.
For COc1ccc(CNC/C=C/c2ccccc2)cc1 the results were Lipid droplet 7, UTI89 phage lysis 0.9%, Myeloid diff MLP inactive, Lipid droplet cells 6.5 µM 837 and Myeloid diff MLP GFP+ MAC1+ % 0.8.
`Cc1ccc(S(=O)(=O)NCCNS(=O)(=O)c2ccc(C)cc2)cc1` gave Lipid droplet -8, UTI89 phage lysis 0.2%, Myeloid diff MLP inactive, Lipid droplet cells 6.5 µM 810 and Myeloid diff MLP GFP+ MAC1+ % 4.7.
Screening COC(CNS(=O)(=O)c1ccc(Cl)cc1)c1ccccc1 (stereo unspecified) returned Lipid droplet -1, UTI89 phage lysis -0.8%, Myeloid diff MLP inactive, Lipid droplet cells 6.5 µM 832 and Myeloid diff MLP GFP+ MAC1+ % 0.6.
`CCOc1ccc(NC(=O)c2nn(C)c(C(=O)Nc3ccc(OCC)cc3)c2[N+](=O)[O-])cc1` gave Lipid droplet 1, UTI89 phage lysis -0.1%, Myeloid diff MLP inactive, Lipid droplet cells 6.5 µM 754 and Myeloid diff MLP GFP+ MAC1+ % 0.6.
Screening C/C(=N\NC(=O)c1cccc(Br)c1)c1ccccn1 returned Lipid droplet -97, UTI89 phage lysis 4.5%[50 µM], Myeloid diff MLP inconclusive and Lipid droplet cells 6.5 µM 568.
CC(=O)N1CCN(c2ccc(NC(=O)c3ccc4ccccc4c3)cc2)CC1 was read as Lipid droplet 20, UTI89 phage lysis 0.2%, Myeloid diff MLP inactive, Lipid droplet cells 6.5 µM 824 and Myeloid diff MLP GFP+ MAC1+ % 1.1.
Screening Cc1oc(-c2ccccc2F)nc1CS(=O)(=O)CC(=O)NCCN1CCCC1 returned Lipid droplet -6, UTI89 phage lysis 3.5%, Myeloid diff MLP inactive, Lipid droplet cells 6.5 µM 709 and Myeloid diff MLP GFP+ MAC1+ % 2.1.
Screening Cc1ccccc1NC(=O)CCCCC(=O)Nc1ccccc1C returned Lipid droplet -3, UTI89 phage lysis 0.7%, Myeloid diff MLP inactive, Lipid droplet cells 6.5 µM 772 and Myeloid diff MLP GFP+ MAC1+ % 0.5.
O=C(CCCCCN1C(=O)c2ccccc2C1=O)Nc1cccc(O)c1 was read as Lipid droplet 6, UTI89 phage lysis 0.3%, Myeloid diff MLP inactive, Lipid droplet cells 6.5 µM 804 and Myeloid diff MLP GFP+ MAC1+ % 0.4.
Screening O=C(COc1ccc(NC(=O)c2ccccc2)cc1)c1ccccc1 returned Lipid droplet -1, UTI89 phage lysis 0.2%, Myeloid diff MLP inactive, Lipid droplet cells 6.5 µM 869 and Myeloid diff MLP GFP+ MAC1+ % 0.7.
`COc1ccc(NC2CCCN(C(=O)CSc3ccccc3)C2)cc1OC` (stereo unspecified) gave Lipid droplet -6, UTI89 phage lysis 2.9%[50 µM], Myeloid diff MLP inactive, Lipid droplet cells 6.5 µM 718 and Myeloid diff MLP GFP+ MAC1+ % 3.5.
For CNC(=S)N/N=C/c1c2ccccc2c(Cl)c2ccccc12 the results were Lipid droplet -12, UTI89 phage lysis -0.1%, Myeloid diff MLP inactive, Lipid droplet cells 6.5 µM 700 and Myeloid diff MLP GFP+ MAC1+ % 1.3.
Screening COc1cc(C(=O)N(C)C2CCCN(Cc3ccccc3F)C2)cc(OC)c1OC (stereo unspecified) returned Lipid droplet 2, UTI89 phage lysis -0.7%, Myeloid diff MLP inactive, Lipid droplet cells 6.5 µM 796 and Myeloid diff MLP GFP+ MAC1+ % 1.7.
For COc1ccc(NC(=O)c2cc(-c3ccc(C)cc3)on2)cc1OC the results were Lipid droplet -12, UTI89 phage lysis -1.5%, Myeloid diff MLP inactive, Lipid droplet cells 6.5 µM 816 and Myeloid diff MLP GFP+ MAC1+ % 0.5.
Screening Cc1cc(Cc2ccc([N+](=O)[O-])cc2)c(C)cn1 returned Lipid droplet 4, UTI89 phage lysis 1.0%, Myeloid diff MLP inactive, Lipid droplet cells 6.5 µM 795 and Myeloid diff MLP GFP+ MAC1+ % 0.7.
Screening Cc1ccc(-c2nc3ncccc3o2)cc1N returned Lipid droplet 5, UTI89 phage lysis 0.5%, Myeloid diff MLP inactive, Lipid droplet cells 6.5 µM 796 and Myeloid diff MLP GFP+ MAC1+ % 0.5.
For CCCCC(=O)Nc1nnc(S(=O)(=O)N(C)Cc2ccco2)s1 the results were Lipid droplet -9, UTI89 phage lysis 0.2%, Myeloid diff MLP inconclusive and Lipid droplet cells 6.5 µM 729.

3 structures already listed, sorted by length of the SMILES, highest first.
Screening COCCNC(=O)c1ccc(S(=O)(=O)c2ccc(Cl)cc2)c(NC(C)=O)c1 returned Lipid droplet -12, UTI89 phage lysis -0.2%, Myeloid diff MLP inactive, Lipid droplet cells 6.5 µM 392 and Myeloid diff MLP GFP+ MAC1+ % 0.5.
Screening Cc1cc(Cc2ccc([N+](=O)[O-])cc2)c(C)cn1 returned Lipid droplet 4, UTI89 phage lysis 1.0%, Myeloid diff MLP inactive, Lipid droplet cells 6.5 µM 795 and Myeloid diff MLP GFP+ MAC1+ % 0.7.
Screening C/C(=N\NC(=O)c1cccc(Br)c1)c1ccccn1 returned Lipid droplet -97, UTI89 phage lysis 4.5%[50 µM], Myeloid diff MLP inconclusive and Lipid droplet cells 6.5 µM 568.

(list continues)
COC(=O)c1cc(S(=O)(=O)N2c3ccccc3CC2C)c[nH]1 (stereo unspecified) was read as Lipid droplet 37, UTI89 phage lysis 0.0%, Myeloid diff MLP inactive, Lipid droplet cells 6.5 µM 692 and Myeloid diff MLP GFP+ MAC1+ % 0.8.
O=C(CSc1nc2ccc(NC(=O)c3ccccc3C(=O)O)cc2s1)Nc1ccc(F)c([N+](=O)[O-])c1 was read as Lipid droplet 4, UTI89 phage lysis 2.8%, Myeloid diff MLP inconclusive and Lipid droplet cells 6.5 µM 802.
Screening Cc1ccc(C(=O)NNC(=O)C2CC2)cc1Br returned Lipid droplet 7, UTI89 phage lysis 0.1%, Myeloid diff MLP inactive, Lipid droplet cells 6.5 µM 734 and Myeloid diff MLP GFP+ MAC1+ % 1.0.
CCOc1ccc(C(=O)Nc2ccc(CN3CCOCC3)cc2)cc1Br was read as Lipid droplet 2, UTI89 phage lysis 0.2%, Myeloid diff MLP inactive, Lipid droplet cells 6.5 µM 761 and Myeloid diff MLP GFP+ MAC1+ % 0.2.
Screening CC(NC(=O)CNC(=O)C1CCCCC1)c1cccc(Cl)c1 (stereo unspecified) returned Lipid droplet 17, UTI89 phage lysis 0.2%, Myeloid diff MLP inactive, Lipid droplet cells 6.5 µM 754 and Myeloid diff MLP GFP+ MAC1+ % 0.7.
`O=C(NC(Cc1ccccc1)C(=O)N1CCc2ccccc2C1)c1ccccc1` (stereo unspecified) gave Lipid droplet -10, UTI89 phage lysis 0.1%, Myeloid diff MLP inactive, Lipid droplet cells 6.5 µM 750 and Myeloid diff MLP GFP+ MAC1+ % 1.5.
For CCN(CC)CCN(Cc1cc2cc3c(cc2[nH]c1=O)OCO3)C(=S)NC the results were Lipid droplet -4, UTI89 phage lysis 0.5%, Myeloid diff MLP inactive, Lipid droplet cells 6.5 µM 741 and Myeloid diff MLP GFP+ MAC1+ % 0.9.
`COc1ccccc1NC(=O)C/C(C)=N/NC(=O)c1ccccn1` gave Lipid droplet 10, UTI89 phage lysis -0.4%, Myeloid diff MLP inactive, Lipid droplet cells 6.5 µM 858 and Myeloid diff MLP GFP+ MAC1+ % 0.8.
CN(C)S(=O)(=O)n1cc(/C=C(\NC(=O)c2ccccc2F)C(=O)N2CCOCC2)c2ccccc21 was read as Lipid droplet -11, UTI89 phage lysis -0.1%, Myeloid diff MLP inactive, Lipid droplet cells 6.5 µM 669 and Myeloid diff MLP GFP+ MAC1+ % 3.5.
For COc1ccccc1N1CCN(C(=O)CCC(=O)N2CCN(c3ccc(F)cc3)CC2)CC1 the results were Lipid droplet -2, UTI89 phage lysis -0.2%, Myeloid diff MLP inactive, Lipid droplet cells 6.5 µM 826 and Myeloid diff MLP GFP+ MAC1+ % 0.9.
O=C(CSc1nnc(-c2ccccn2)o1)Nc1cccc(Cl)c1 was read as Lipid droplet -16, UTI89 phage lysis 0.4%, Myeloid diff MLP inactive, Lipid droplet cells 6.5 µM 787 and Myeloid diff MLP GFP+ MAC1+ % 0.8.
`O=C(Nc1ccc(Br)cc1)NC1CCCCCCC1` gave Lipid droplet -16, UTI89 phage lysis -0.6%[50 µM], Myeloid diff MLP inactive, Lipid droplet cells 6.5 µM 780 and Myeloid diff MLP GFP+ MAC1+ % 0.9.
N#Cc1ncc(Cc2ccccc2)nc1C#N was read as Lipid droplet -4, UTI89 phage lysis -0.1%, Myeloid diff MLP inactive, Lipid droplet cells 6.5 µM 792 and Myeloid diff MLP GFP+ MAC1+ % 0.3.
Screening COc1cccc(/C=N/Nc2ncc(C)c(=O)[nH]2)c1OC returned Lipid droplet -2, UTI89 phage lysis 0.1%, Myeloid diff MLP inactive, Lipid droplet cells 6.5 µM 812 and Myeloid diff MLP GFP+ MAC1+ % 0.2.
`CC1=C(C(=O)Nc2ccccc2C(=O)NC2CCC(C)CC2)SCCO1` (stereo unspecified) gave Lipid droplet -8, UTI89 phage lysis 0.0%, Myeloid diff MLP active, Lipid droplet cells 6.5 µM 662 and Myeloid diff MLP GFP+ MAC1+ % 5.3*.
Screening CN(C)C(=O)c1cn(CCC#N)nc1-c1ccc2ccccc2c1 returned Lipid droplet 3, UTI89 phage lysis -1.2%, Myeloid diff MLP inactive, Lipid droplet cells 6.5 µM 835 and Myeloid diff MLP GFP+ MAC1+ % 0.6.
Screening Cc1ccc(-n2c(-c3ccc(Cl)cc3)n[nH]c2=S)cc1 returned Lipid droplet -2, UTI89 phage lysis 0.5%, Myeloid diff MLP inactive, Lipid droplet cells 6.5 µM 816 and Myeloid diff MLP GFP+ MAC1+ % 0.7.
O=S(=O)(c1ccccc1F)N1CCN(CCc2ccccc2)CC1 was read as Lipid droplet -4, UTI89 phage lysis -0.1%, Myeloid diff MLP inactive, Lipid droplet cells 6.5 µM 827 and Myeloid diff MLP GFP+ MAC1+ % 0.4.
For NC(=O)c1ccc(NC(=O)CS(=O)(=O)c2cn(CC(=O)N3CCCC3)c3ccccc23)cc1 the results were Lipid droplet 4, UTI89 phage lysis 0.0%, Myeloid diff MLP inactive, Lipid droplet cells 6.5 µM 853 and Myeloid diff MLP GFP+ MAC1+ % 1.5.
CCOC(=O)c1sc(NC(=O)C2CC(=O)N(c3ccccc3C)C2)nc1C (stereo unspecified) was read as Lipid droplet 8, UTI89 phage lysis 0.2%, Myeloid diff MLP inactive, Lipid droplet cells 6.5 µM 724 and Myeloid diff MLP GFP+ MAC1+ % 6.7.

The last 2 records of the part before lead into the next:
For NC(=O)c1ccc(NC(=O)CS(=O)(=O)c2cn(CC(=O)N3CCCC3)c3ccccc23)cc1 the results were Lipid droplet 4, UTI89 phage lysis 0.0%, Myeloid diff MLP inactive, Lipid droplet cells 6.5 µM 853 and Myeloid diff MLP GFP+ MAC1+ % 1.5.
CCOC(=O)c1sc(NC(=O)C2CC(=O)N(c3ccccc3C)C2)nc1C (stereo unspecified) was read as Lipid droplet 8, UTI89 phage lysis 0.2%, Myeloid diff MLP inactive, Lipid droplet cells 6.5 µM 724 and Myeloid diff MLP GFP+ MAC1+ % 6.7.
Screening O=C(O)CC(Cc1ccccc1)(C(=O)O)c1ccccc1 (stereo unspecified) returned Lipid droplet 10, UTI89 phage lysis 0.1%, Myeloid diff MLP inactive, Lipid droplet cells 6.5 µM 808 and Myeloid diff MLP GFP+ MAC1+ % 0.8.
For COc1ccc(OC)c(C(=O)NC(CC(N)=O)c2ccc(NCc3ccccn3)c([N+](=O)[O-])c2)c1 (stereo unspecified) the results were Lipid droplet 0, UTI89 phage lysis 1.1%, Myeloid diff MLP inactive, Lipid droplet cells 6.5 µM 802 and Myeloid diff MLP GFP+ MAC1+ % 1.3.
Screening C=CCOc1cccc(/C=N/NC(=O)CN2CCCCC2)c1 returned Lipid droplet -1, UTI89 phage lysis 0.2%, Myeloid diff MLP inactive, Lipid droplet cells 6.5 µM 818 and Myeloid diff MLP GFP+ MAC1+ % 0.5.
For CC1CCCC(C)N1CCCNC(=O)c1ccc2nc(N3CCOCC3)sc2c1 (stereo unspecified) the results were Lipid droplet -18, UTI89 phage lysis 1.0%, Myeloid diff MLP inactive, Lipid droplet cells 6.5 µM 730 and Myeloid diff MLP GFP+ MAC1+ % 1.0.

Not all compounds are listed; count on the stated rates, not on these rows.
